APJ agonist: APJ receptor agonism. CHO-K1 APJ PathHunter beta-arrestin, luminescence; 0% DMSO wells, 100% apelin. activation, % at 20 µM. AID 2520. P35414. hit rate 0.11% among 330,000;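 active = activation more than six SD over the plate average, tested at 20 µM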;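 also: 0% = DMSO alone and 100% = apelin-13 at 10 nM; some results filed as inactive read as strong as hits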
Target sequence (P35414 whole entry, looked up): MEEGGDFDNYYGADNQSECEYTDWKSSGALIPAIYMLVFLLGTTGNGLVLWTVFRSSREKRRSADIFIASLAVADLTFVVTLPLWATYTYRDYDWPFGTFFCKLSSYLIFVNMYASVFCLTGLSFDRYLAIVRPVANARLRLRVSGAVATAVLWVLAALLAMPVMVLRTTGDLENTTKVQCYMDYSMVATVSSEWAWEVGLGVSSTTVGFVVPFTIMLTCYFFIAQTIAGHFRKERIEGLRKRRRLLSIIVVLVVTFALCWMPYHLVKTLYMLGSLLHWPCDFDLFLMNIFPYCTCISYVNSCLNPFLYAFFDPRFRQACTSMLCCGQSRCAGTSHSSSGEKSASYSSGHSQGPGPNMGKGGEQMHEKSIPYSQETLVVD
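system = engineered CHO-K1 APJ arrestin reporter cells | input = 1000 cells per well | timing = overnight seeding, 90 min compound at 25 °C, 1 h detection | measured by = enzyme-fragment complementation luminescence | read-out = beta-arrestin recruitment to APJ as agonist activity, luminescent signal | control set = negative DMSO alone, positive Apelin-13 at 10 nM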
EBI2 antag: blocks human EBI2 receptor beta-arrestin signaling | inhibition, % at 5 µM | EBI2 beta-arrestin recruitment, luminescence, 7a,25-OHC stimulated | P32249 | hit rate 0.81% among 360,000; in the data active = inhibition above about 38%;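 also: enzyme fragment complementation signal reports receptor beta-arrestin coupling in cells; 0% = agonist plus DMSO wells and 100% = wells without agonist; some results beyond the cut were filed as inactive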
Target sequence (P32249 whole entry, looked up, the tested form may be a part): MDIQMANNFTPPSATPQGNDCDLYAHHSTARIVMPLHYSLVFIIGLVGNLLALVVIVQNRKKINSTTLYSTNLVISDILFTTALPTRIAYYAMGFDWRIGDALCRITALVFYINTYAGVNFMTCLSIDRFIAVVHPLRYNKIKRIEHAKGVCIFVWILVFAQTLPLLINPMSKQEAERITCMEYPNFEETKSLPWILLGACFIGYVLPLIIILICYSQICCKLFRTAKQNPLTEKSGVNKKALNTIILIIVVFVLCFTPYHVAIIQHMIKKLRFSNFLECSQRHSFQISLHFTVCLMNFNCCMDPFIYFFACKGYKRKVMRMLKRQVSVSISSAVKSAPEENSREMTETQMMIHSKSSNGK
UPR XBP1 act: adaptive UPR (XBP1) activation | hit rate 0.33% among 330,000 | activation, % at 20 µM | CHO-XBP1 luciferase reporter, IRE1-XBP1 UPR activation, luminescence; percent of tunicamycin response, DMSO as zero;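 active = versus positive control, 20 µM dose yields 30% or more activation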;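 also: 100% = tunicamycin at 10 µg/mL and 0% = DMSO only wells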
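Material: CHO cell line with stable XBP1 luciferase reporter; buffer or medium: F12 medium containing 10% fetal bovine serum; compound: single point, 20 µM final compound, 1% DMSO; incubation: 6 h treatment, 37 °C; measured by: glow luminescence from Steady-Glo reagent; evaluation: activation, % of tunicamycin; control set: tunicamycin high, DMSO low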
APJ antag: APJ receptor antagonism; CHO-K1 APJ beta-arrestin complementation, luminescence; inhibition, % at 20 µM; hit rate 0.32% among 330,000;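 active = inhibition above about 40% at 20 µM, limit read from the data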;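 also: cells challenged with 10 nM apelin-13 agonist together with compound; plate controls were apelin-13 plus DMSO wells for no effect and DMSO wells lacking apelin-13 for full effect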
UPR CHOP act: apoptotic UPR (CHOP) activation; activation, % at 10 µM; hit rate 0.34% among 330,000; CHO-CHOP luciferase reporter, luminescence; percent of tunicamycin response over DMSO baseline;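 active = at 10 µM dose, activation of 40% or more, normalized to positive control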;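 also: 100% = tunicamycin at 10 µg/mL and 0% = DMSO alone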
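Material: CHO-CHOP cells, stable luciferase reporter of PERK-eIF2a-CHOP signalling; quantity: 500 reporter cells seeded per well; buffer or medium: F12 medium containing 10% fetal bovine serum; compound: one dose, 10 µM in 0.5% DMSO; incubation: 6 h compound treatment, 37 °C; measured by: Steady-Glo luciferase luminescence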
tim23-1 inh: tim23-1 yeast growth inhibition. S. cerevisiae tim23-1 growth, BacTiter-Glo luminescence, 24 h. inhibition, % at 20 µM. hit rate 1.3% among 330,000. AID 463212;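 active = growth inhibition of the mutant yeast at or above 50%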;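 also: temperature-sensitive mutant grown at 25 °C; plate controls were DMSO-treated mutant yeast for no effect and medium wells lacking yeast for full effect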
Mdm2 MdmX PPI: human Mdm2/MdmX binding inhibition | SaOS-2 split-luciferase Mdm2/MdmX complementation, luminescence | inhibition, % at 8 µM | hit rate 3% among 330,000 | AID 485346;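 active = inhibition of at least 50% at 8 µM in the primary screen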
CCR6 antag: CCR6 (human) receptor antagonism; CHO-K1 CCR6 PathHunter beta-arrestin, luminescence, CCL20-stimulated; inhibition, % at 20 µM; hit rate 0.49% among 340,000;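 active = compounds whose inhibition of the agonist-driven luminescence signal at 20 µM reaches about 50%, limit read from the data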;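 also: cells stimulated with CCL20 at 14 nM final; plate controls were DMSO with CCL20 for no effect and DMSO without agonist for full effect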
CXCR6 inh: CXCR6 (human) receptor inhibition; CHO-K1 PathHunter CXCR6 beta-arrestin, luminescence; inhibition, % at 20 µM; hit rate 0.36% among 360,000; AID 602244; in the data active = inhibition above about 34%, passing the limit was not always enough;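 also: antagonist mode with CXCL16 agonist at 10 nM final; 0% = 10 nM CXCL16 with DMSO and 100% = unstimulated wells without agonist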
Target sequence (O00574 whole entry, looked up): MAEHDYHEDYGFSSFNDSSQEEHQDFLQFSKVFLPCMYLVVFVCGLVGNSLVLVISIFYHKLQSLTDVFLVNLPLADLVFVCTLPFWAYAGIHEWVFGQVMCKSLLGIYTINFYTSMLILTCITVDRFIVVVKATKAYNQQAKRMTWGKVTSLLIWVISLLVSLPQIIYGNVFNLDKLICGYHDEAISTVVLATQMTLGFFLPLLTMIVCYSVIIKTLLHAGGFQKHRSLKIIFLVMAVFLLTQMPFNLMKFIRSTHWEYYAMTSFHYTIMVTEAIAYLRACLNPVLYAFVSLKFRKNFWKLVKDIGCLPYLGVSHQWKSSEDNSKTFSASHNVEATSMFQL
Active calls of the source: *. Some of the compounds tested, so the mix of outcomes need not match the whole.

Key to letters: A = APJ agonist; B = EBI2 antag; C = UPR XBP1 act; D = APJ antag; E = UPR CHOP act; F = tim23-1 inh; G = Mdm2 MdmX PPI; H = CCR6 antag; I = CXCR6 inh
> CCCOC(=O)c1ccc(NC(=O)c2cnccn2)cc1
  A: -3.0; B: -8.7; C: -2.2; D: 19.1; E: -0.4; F: 13.2; G: -9.0; H: 9.9; I: -6.1
> COc1ccc(S(=O)(=O)NCCSc2ccc(C)cc2)cc1OC
  A: -4.9; B: 1.0; C: -2.1; D: -2.1; E: -0.2; F: 7.5; G: 12.2; H: 21.1; I: -7.9
> O=C(COc1ccccc1)NCC(c1ccco1)N1CCN(c2ccc(F)cc2)CC1 (stereo unspecified)
  A: -3.3; B: 14.9; C: -2.0; D: 4.8; E: -1.6; F: 46.6; G: -4.9; H: 11.3; I: 7.4
> COc1ccc(N2CC(C(=O)N3CCN(c4ccccc4OC)CC3)CC2=O)cc1 (stereo unspecified)
  A: 3.4; B: 0.3; C: -5.5; D: 9.8; E: 2.4; F: 8.1; G: -16.2; H: -0.3; I: -0.1
> O=C(NCc1ccccc1)c1ccc(CN2CCOCC2)cc1
  A: -3.1; B: -5.2; C: 2.4; D: 7.6; E: -1.0; F: 6.0; G: -16.4; H: -3.4; I: -7.1
> Cc1ccc2cc(C#N)c(N3CCCN(C(=S)NCCCN(C)C)CC3)nc2c1
  A: -3.2; B: 9.8; C: 1.7; D: 0.0; E: 2.6; F: 3.9; G: 19.9; H: 15.0; I: -2.1
> Cc1cccc(NC(=O)c2cc(S(=O)(=O)N3CCCC3)cn2C)c1
  A: -2.4; B: 5.0; C: -1.4; D: -1.8; E: -5.2; F: -5.0; G: 26.3; H: 3.5; I: -10.5
> CCCCOCCCNC(=O)C1CCCCC1
  A: 0.0; B: -14.7; C: -1.9; D: 7.1; E: 0.4; F: 0.4; G: -14.0; H: 0.9; I: -7.2
> CC(=O)COc1ccc2c(C)c(-c3ccccc3)c(=O)oc2c1
  A: 6.5; B: -0.7; C: 2.9; D: -3.6; E: 5.0; F: 10.4; G: -56.9; H: 3.4; I: -1.4
> CCOC(=O)N1CCN(S(=O)(=O)c2ccc(C)cc2)CC1
  A: -1.4; B: -6.6; C: -3.3; D: 14.8; E: -2.2; F: -5.5; G: 15.0; H: 3.2; I: 7.7
> O=C1C2C3C=CC(CNS(=O)(=O)c4ccccc4)(O3)C2C(=O)N1c1ccc(Cl)cc1 (stereo unspecified)
  A: 2.9; B: -8.5; C: -3.6; D: -1.7; E: 1.8; F: 35.0; G: -24.4; H: 17.7; I: -6.9
> O=C(NNc1ccc([N+](=O)[O-])cc1)Nc1ccccc1
  A: 3.6; B: 2.7; C: -1.7; D: -19.6; E: 0.9; F: 8.2; G: -33.0; H: 0.3; I: -5.6
> Cc1c(C(=O)NC(=S)Nc2ccccc2N2CCCC2)cccc1[N+](=O)[O-]
  A: -5.0; B: 5.0; C: -1.6; D: 27.2; E: 0.6; F: 41.6; G: 34.3; H: 31.6; I: 10.1
> C/C(=N\O)c1cc(Cl)ccc1O
  A: 0.3; B: -9.5; C: -1.4; D: -31.9; E: 7.2; F: -9.1; G: -7.8; H: -5.3; I: 1.3
> CCC12C(=O)C(CC)(C(c3ccccc3)=C1c1ccccc1)[C@@H]1C(=O)N(c3ccccc3)C(=O)C12 (stereo partly specified)
  A: 0.2; B: 4.6; C: -1.4; D: -2.0; E: 5.0; F: 36.3; G: 53.8*; H: 24.4; I: 0.6
> Cc1ccc(S(=O)(=O)Nc2cc(=O)[nH]c(SCC(=O)Nc3ccccc3C(F)(F)F)n2)cc1
  A: -3.9; B: -2.2; C: 0.8; D: 4.5; E: 0.2; F: 6.1; G: 17.6; H: -2.9; I: -14.3
> Cc1[nH]n(-c2ccc(F)cc2)c(=O)c1C=Nc1ccc(S(=O)(=O)N(C)C)cc1
  A: 0.0; B: -1.3; C: -0.9; D: 9.3; E: 0.5; F: 3.4; G: 12.4; H: 0.5; I: -0.3
> Cc1ccc(S(=O)(=O)CCSC(=N)N)cc1
  A: 0.1; B: -19.8; C: -1.2; D: 9.3; E: -1.2; F: 26.5; G: 9.9; H: 16.0; I: 3.6
> CCN(CC)Cc1c(C(=O)N/N=C/c2ccco2)nnn1-c1nonc1N
  A: -3.3; B: 8.4; C: -2.6; D: 6.2; E: -0.4; F: -4.4; G: 5.6; H: 7.2; I: 9.8
> COCCCNc1oc(-c2ccccc2OC)nc1C#N
  A: -1.2; B: -2.7; C: 2.8; D: -0.4; E: -0.3; F: 12.6; G: -12.2; H: 6.3; I: -3.7
> CC(NC(=O)[C@H](C)NC(=O)C1CC(=O)N(c2ccc3c(c2)OCO3)C1)c1ccccc1 (stereo partly specified)
  A: -1.3; B: 1.6; C: -4.0; D: -13.9; E: 0.4; F: 6.2; G: 13.3; H: 4.8; I: -3.1
> Cn1cc(Cl)cc(C(=O)Nc2ccccc2)c1=O
  A: -2.0; B: -7.8; C: 6.1; D: 8.7; E: 4.4; F: -1.4; G: -17.4; H: 5.2; I: 3.2
> CCn1nc(C(=O)OC2CCOC2=O)c2ccccc2c1=O (stereo unspecified)
  A: -0.1; B: 3.8; C: 0.1; D: 11.7; E: -3.7; F: 18.4; G: -4.6; H: -21.0; I: 0.8
> C=CCN1C(=O)/C(=C2/Sc3ccc(OC)cc3N2CC)SC1=S
  A: -2.5; B: 2.7; C: 0.7; D: 8.2; E: 5.1; F: -5.4; G: 29.6; H: 7.3; I: -6.4
> Cc1[nH]cnc1CSCCN
  A: -2.9; B: -2.6; C: -0.3; D: 0.4; E: -1.2; F: 11.3; G: 9.5; H: -2.3; I: 0.2

The list goes on, starting with the last 3 of the part before.
Key to letters: A = APJ agonist; B = EBI2 antag; C = UPR XBP1 act; D = APJ antag; E = UPR CHOP act; F = tim23-1 inh; G = Mdm2 MdmX PPI; H = CCR6 antag; I = CXCR6 inh
> CCn1nc(C(=O)OC2CCOC2=O)c2ccccc2c1=O (stereo unspecified)
  A: -0.1; B: 3.8; C: 0.1; D: 11.7; E: -3.7; F: 18.4; G: -4.6; H: -21.0; I: 0.8
> C=CCN1C(=O)/C(=C2/Sc3ccc(OC)cc3N2CC)SC1=S
  A: -2.5; B: 2.7; C: 0.7; D: 8.2; E: 5.1; F: -5.4; G: 29.6; H: 7.3; I: -6.4
> Cc1[nH]cnc1CSCCN
  A: -2.9; B: -2.6; C: -0.3; D: 0.4; E: -1.2; F: 11.3; G: 9.5; H: -2.3; I: 0.2
> COc1ccccc1OCCOc1ccc(/C=C2/C(=N)N3OC(C)=CC3=NC2=O)cc1OC
  A: 6.4; B: -12.5; C: 0.3; D: 9.6; E: -1.2; F: -3.8; G: 16.1; H: -1.3; I: 3.1
> Cc1c(Cl)cccc1NC(=O)COC(=O)c1c2c(nc3ccccc13)CCN(Cc1ccccc1)C2
  A: -4.0; B: -12.8; C: -0.4; D: -8.2; E: 3.3; F: 16.8; G: 37.6; H: 18.6; I: -6.3
> COc1ccc(CCNC2=CC(=O)CC(C)(C)C2)cc1
  A: 3.8; B: -11.3; C: -0.9; D: 18.6; E: 1.1; F: -4.4; G: -13.2; H: -2.3; I: 3.0
> O=C(NNC(=O)c1ccccn1)c1ccc(OC(F)F)cc1
  A: -0.8; B: -16.8; C: -1.1; D: -7.9; E: 2.7; F: 6.5; G: 35.3; H: 45.8; I: 15.6
> Oc1ccc(Br)cc1/C=N/n1c(COc2ccccc2)n[nH]c1=S
  A: -2.0; B: 2.8; C: -3.7; D: -1.3; E: 0.4; F: 45.3; G: -24.6; H: 3.5; I: -18.5
> Cc1noc(C(=O)NCc2ccc(F)cc2)c1Cl
  A: 5.3; B: -8.8; C: 2.0; D: -30.5; E: -0.1; F: 13.7; G: 2.0; H: 1.2; I: -3.6
> Clc1ccc(Oc2nc(Oc3ccc(Cl)cc3)nc(N3CCOCC3)n2)cc1
  A: -3.1; B: 23.6; C: 1.9; D: -8.4; E: 1.7; F: 15.1; G: 31.0; H: 3.3; I: 13.9
> CC1(C)Oc2ccc3ccc(=O)oc3c2/C(=C/NCCO)C1=O
  A: -1.1; B: -1.4; C: -1.5; D: 16.8; E: 1.2; F: 9.8; G: 26.1; H: 1.1; I: -0.7
> Fc1cc(F)c(F)c(SCn2cc(Br)cn2)c1F
  A: -3.1; B: 6.2; C: -1.4; D: 5.5; E: 0.9; F: 5.2; G: 22.6; H: 12.5; I: -5.3
> COc1ccc(C)cc1NC(=O)COC(=O)CCC(=O)c1cccs1
  A: -0.7; B: 6.6; C: -2.5; D: -4.5; E: 0.9; F: 27.5; G: -4.2; H: 1.0; I: 5.4
> COc1ccc(OC)c(S(=O)(=O)N/N=C\c2cn(CC(N)=O)c3ccccc23)c1
  A: -0.1; B: -8.7; C: -3.7; D: 15.9; E: 0.7; F: -1.1; G: 39.7; H: 16.4; I: 0.5
> CCc1nc2ccccc2c(C(=O)OCC(=O)N2CC(C)OC(C)C2)c1C (stereo unspecified)
  A: 0.0; B: -8.8; C: -3.6; D: 3.0; E: -0.6; F: 9.9; G: 6.4; H: 6.4; I: -6.1
> Cc1nc2cc(NC(=O)NCc3ccc4c(c3)OCO4)ccc2o1
  A: 0.6; B: -11.4; C: -2.5; D: 11.4; E: 0.6; F: -15.0; G: 23.9; H: 9.8; I: 10.9
> COc1ccc(N2CCN(C3CCCN(S(=O)(=O)c4ccc(C)cc4C)C3)CC2)cc1 (stereo unspecified)
  A: 0.2; B: 10.6; C: -7.3; D: -10.0; E: -0.1; F: 12.4; G: 9.1; H: 15.4; I: 3.3
> O=C(c1n[nH]c2ccccc12)N1CCN(c2ccc(F)cc2)CC1
  A: 0.5; B: -1.9; C: 3.7; D: 5.4; E: 3.5; F: 29.8; G: 15.4; H: 5.0; I: -5.9
> CC(=O)N1CCN(S(=O)(=O)c2cccc(C(=O)Nc3nccs3)c2)CC1
  A: -3.0; B: -4.0; C: -4.5; D: -1.1; E: -1.0; F: 6.7; G: -8.3; H: 0.2; I: 3.7
> CCCCNC(=S)NNC(=O)c1ccoc1C
  A: -1.8; B: -9.1; C: -1.1; D: -4.3; E: 2.5; F: -7.5; G: 17.7; H: -16.0; I: 1.5
> CCCCCCCCCCCC(=O)NC(Cc1ccc(OC)c([N+](=O)[O-])c1)C(=O)O (stereo unspecified)
  A: -1.8; B: -4.2; C: -4.6; D: 18.6; E: 2.5; F: 20.4; G: 17.8; H: 3.9; I: 0.4
> NS(=O)(=O)c1ccc(CCNc2nc(CN3CCOCC3)nc3sc4c(c23)CCC4)cc1
  A: -5.8; B: 2.4; C: -2.0; D: 3.6; E: -6.0; F: 8.6; G: -5.2; H: -4.3; I: 5.5
> Cc1cc(C)cc(NC(=S)N(CCN(C)C)Cc2cccs2)c1
  A: -2.0; B: 0.2; C: -5.0; D: 4.6; E: 0.1; F: 16.7; G: 9.1; H: 11.6; I: -1.7

From PubChem
